# Screening data: PubChem, National Center for Advancing Translational Sciences (NCATS)
# APEX1 inh: blocks human APE1 abasic DNA cleavage; P27695; Potency, µM (series often up to 65.8 µM), inactives show at the top dose activity change, negative = inhibition, hits mostly inhibitors; actives 0.35% (n = 350,000); recombinant APE1, TAMRA/BHQ-2 abasic DNA cleavage fluorescence; AID 2517;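 also: plate controls were vehicle for no effect and reference inhibitor for full effect; nearly all actives have a fitted effect of over 55% in size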
# Target sequence (P27695 whole entry, looked up): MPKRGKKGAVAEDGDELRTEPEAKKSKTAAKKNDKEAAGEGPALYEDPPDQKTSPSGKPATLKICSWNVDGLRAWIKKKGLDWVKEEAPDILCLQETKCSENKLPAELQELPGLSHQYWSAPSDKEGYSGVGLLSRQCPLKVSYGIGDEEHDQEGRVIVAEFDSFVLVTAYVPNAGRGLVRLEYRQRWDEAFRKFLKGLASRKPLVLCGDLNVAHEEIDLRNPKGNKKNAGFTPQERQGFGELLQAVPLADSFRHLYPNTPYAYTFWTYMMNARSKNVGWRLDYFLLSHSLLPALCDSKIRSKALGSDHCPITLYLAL
#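 Compound pre-exposure to 0.75 nM APE1, 15 min at ambient temperature. Reaction initiated with 50 nM TAMRA/BHQ-2 THF substrate, read immediately in kinetic mode, 525 nm excitation, 598 nm emission.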
# G9a block: G9a (human) methyltransferase inhibition | G9a H3K9 monomethylation, AlphaScreen, 2 h | actives 8.8% (n = 350,000) | Potency, µM (series often up to 102 µM), without a hit: at the highest dose activity, negative = inhibition, hits mostly inhibitors | Q96KQ7; also: % is scaled to controls: 0 for no effect and ±100 for the full control effect; nearly all actives have a fitted effect of over 75% in size
# Target sequence (Q96KQ7 913-1193 limits assumed): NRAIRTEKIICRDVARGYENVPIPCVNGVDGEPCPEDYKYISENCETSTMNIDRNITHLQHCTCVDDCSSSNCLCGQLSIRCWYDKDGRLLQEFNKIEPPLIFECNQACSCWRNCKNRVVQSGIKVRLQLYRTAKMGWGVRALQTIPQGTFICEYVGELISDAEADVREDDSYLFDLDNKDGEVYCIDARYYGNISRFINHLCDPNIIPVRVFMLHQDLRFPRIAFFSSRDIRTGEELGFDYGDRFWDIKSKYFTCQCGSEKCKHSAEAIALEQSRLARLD
#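 Chemiluminescent proximity detection of H3K9 monomethylation, read after 10 min bead incubation in the dark. Reaction: 20 nM G9a, 500 nM biotin-H3K9 peptide, 20 uM SAM cofactor, 2 h, room temperature, following 15 min enzyme-compound preincubation.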
# POLB inh: inhibitors of human DNA polymerase beta; Pol beta primer extension/strand displacement, fluorescence kinetic; Potency, µM (doses to about 114 µM), inactives show at the top dose activity change, negative = inhibition, usual class: inhibitors; actives 1.3% (n = 340,000); AID 485314; also: % is scaled to controls: 0 for no effect and ±100 for the full control effect
#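 10 nM enzyme + cpd, 15 min RT; start with substrate 50 nM final; read 0 min and after 10 min RT. Corrected, normalized data; 4-parameter Hill curve fit.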
# Pol iota inh: DNA polymerase iota (human) inhibition. Pol iota fluorescent replication assay, 10 min. actives 1% (n = 390,000). Potency, µM (doses to about 115 µM), inactives show at the top dose activity, negative = inhibition, usual class: inhibitors
#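 Fluorescent replication assay read twice, at 0 min and 10 min after adding 50 nM (final) substrate. Enzyme (10 nM) and compounds were first incubated 15 min at room temperature; enzyme-free buffer wells were negative controls.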
# POLH inh: blocks human DNA polymerase eta activity. actives 1.2% (n = 390,000). Potency, µM (top dose mostly 114 µM), for inactives: top-dose activity change, negative = inhibition, usual class: inhibitors. Q9Y253. recombinant Pol eta, fluorescent DNA replication assay; also: % is scaled to controls: 0 for no effect and ±100 for the full control effect
#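 Pol eta at 10 nM preincubated with compounds 15 min at room temperature; reaction started with fluorescent substrate (50 nM final) and read kinetically at 0 and 10 min.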
# Apoferritin bind: candidate novel general anesthetic via apoferritin binding | P02791 | actives 0.074% (n = 350,000) | apoferritin/1-aminoanthracene competitive binding, fluorescence | Potency, µM (doses to about 77.5 µM), for inactives: at the top dose activity change, negative = displacement, actives largely listed as inhibitors; also: % is scaled to controls: 0 for no effect and ±100 for the full control effect; nearly all actives have a fitted effect of over 20% in size
# Target sequence (P02791 2-175 limits assumed): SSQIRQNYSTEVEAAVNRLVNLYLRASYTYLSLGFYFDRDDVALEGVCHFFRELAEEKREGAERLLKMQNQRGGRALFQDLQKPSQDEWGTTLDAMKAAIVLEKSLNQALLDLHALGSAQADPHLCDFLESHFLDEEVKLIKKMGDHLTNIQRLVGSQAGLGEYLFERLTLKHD
#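 Horse-spleen apoferritin (10 uM) in 50% saturated 1-aminoanthracene in PBS was incubated 10 min at room temperature with compound. Fluorescence (ex 380, em 535 nm) was normalized to free and bound 1-AMA, with concentration-response fitted by a four-parameter Hill equation.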
# BLM inh: Bloom syndrome helicase (human) inhibition; Potency, µM (top dose mostly 56.1 µM), inactives show at the top dose activity change, negative = inhibition, most hits filed as inhibitors; recombinant BLM DNA unwinding, fluorescence dequenching; actives 0.2% (n = 350,000); P54132;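 also: plate controls were vehicle for no effect and no enzyme for full effect; nearly all actives have a fitted effect of over 35% in size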
# BAZ2B inh: blocks human BAZ2B; Q9UIF8; AlphaScreen BAZ2B-H3K14Ac peptide displacement; Potency, µM (top dose mostly 114 µM), without a hit: at the highest dose activity change, negative = inhibition, usual class: inhibitors; actives 4.4% (n = 360,000); AID 504333; also: % is scaled to controls: 0 for no effect and ±100 for the full control effect; nearly all actives have a fitted effect of over 60% in size
#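 AlphaScreen displacement of biotin-H3(5-23)K14Ac peptide (50 nM final) from BAZ2B (50 nM final) in PBS pH 7.4, 0.01% Tween-20; complex preformed 30 min RT, then compounds (top 110 uM) 30 min RT, beads 20 min dark.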
# Pol kappa inh: blocks human DNA polymerase kappa activity; Q9UBT6; purified Pol kappa, fluorescent DNA synthesis assay, 10 min; Potency, µM (top dose mostly 107 µM), for the others: at the highest dose activity, negative = inhibition, usual class: inhibitors; actives 0.53% (n = 400,000); also: % is scaled to controls: 0 for no effect and ±100 for the full control effect
#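 Kinetic fluorescence readout at 0 and 10 min followed reaction start with substrate at 50 nM final. Beforehand, enzyme (10 nM Pol kappa) stood 15 min with compound at room temperature; buffer-only wells were negative controls.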
# The depositor's hits bear a star; u = inconclusive; x = no result given; & = joins results of further samples; [ ] = another dose, or the depositor's remark. Calls follow the shape of the dose curve; as a rule, active = well fitted curve in the direction sought with a large enough effect; inconclusive = small, poorly fitted or top-dose-only effect, or another doubt; inactive = no such curve, though single readings can be large; an effect the other way counts as inactive or inconclusive. Potency is read from the fitted curve at half-maximal effect. The list is partial; the hit share may differ from the screen's.
SMILES,APEX1 inh,G9a block,POLB inh,Pol iota inh,POLH inh,Apoferritin bind,BLM inh,BAZ2B inh,Pol kappa inh
COc1cccc(C(=O)NNC(=O)CCc2ccccc2)c1,0%,0%[59 µM],4%,-18%,-9%,-6%,4%,-3%,-1%
Cc1ccc(CNC(C)c2ccccc2)cc1 (configuration not stated),u,-2%[59 µM],16%,-8%,-15%,1%,4%,11%,-10%
O=C(NNc1cccc(Cl)n1)Nc1ccccc1F,15%,-37%,31%,133%[activator],-23%,-7%,0%,-1%,-3%
COC(=O)c1cn(Cc2ccc(C(F)(F)F)cc2)cc(F)c1=O,0%,-4%,1%,7%,8%,50%[activator],0%,-2%,-8%
C#CCCCCCCC#CCN(C)C,3%,28µM*,1%,5%,-15%,-11%,-1%,u,-7%
CC1Cc2ccccc2N1C(=O)COC(=O)CNC(=O)c1ccc(Br)o1 (configuration not stated),-9%,u,-2%,-8%,5%,u,-2%,0%,-16%
COc1ccccc1NC(=O)CSc1nc2c(oc3ccccc32)c(=O)n1-c1ccc(C)cc1,x,-36%[59 µM],4%,27%,-4%,-5%,-14%,-13%,-4%
CC(=O)Nc1ccc2nsnc2c1,3%,-1%,24%,u,-19%,2%,0%,-2%,u
CC(N)(C(=O)O)c1cccc(CC(=O)O)c1 (configuration not stated),12%,19%[59 µM],x,x,x,-14%,x,x,0%[19.4 µM]
O=C(Nc1ccc(N2CCCCC2)cc1)C(Cl)c1ccccc1 (configuration not stated),7%,u,0%,13%,0%,u,-9%,u,-7%
Cc1onc(-c2ccccc2)c1C(=O)N/N=C/c1cc2c(cc1Br)OCO2,-5%,u,20%,167%[activator],-16%,-4%,-1%,1%,-2%
COc1ccc(NC(=O)/C=C\C(=O)N(c2ccc(C(C)C)cc2)C(C(=O)NCc2ccco2)c2ccc(C)cc2)cc1 (configuration not stated),x,u,2%,-6%,-8%,u,-12%,-17%,-9%[60.1 µM]
Cc1cccc(N=C2NN=C(c3ccc4c(c3)OCCO4)CS2)c1,-3%,19%[12.7 µM],1%,20%,-10%,u,-7%,-39%,-8%
COc1ccccc1CNC(=O)CN1NS(=O)(=O)c2ccccc2C1=O,-8%,x,x,28%,-19%,x,x,x,4%
CC(C(=O)O)c1ccc(-c2ccccc2)c(F)c1 (configuration not stated),-5%,-1%[59 µM],0%&5%,21%&-3%,-9%&0%,-6%&-11%,-3%&0%&1%,-8%&10%,6%
Cc1cccc(Nc2nnc(SCC(=O)NCc3cccs3)s2)c1,-5%,x,-15%,-6%,0%,-16%,3%,8%,6%
CCNc1nc(NCC)n2c(SCC(=O)N3CC4(C)CC3CC(C)(C)C4)nnc2n1 (configuration not stated),-7%,10%[59 µM],42%,1%,-15%,-1%,-3%,-4%,-15%
CC(C)(C)c1ccc(OCCOCCn2cnc3ccccc3c2=O)cc1,1%,27%,u,26%,-29%,u,-19%,u,-5%
CC1(C)CC(=O)C=C(Nc2ccc3c(c2)OCCO3)C1,15%,-29%[59 µM],7%,2%,-13%,-11%,-3%,7%,4%
O=C(COc1ccccc1Br)Nc1ccc(S(=O)(=O)N2CCCC2)cc1,-3%,19%[12.7 µM],x,11%,-26%,x,x,19%,-17%

# Seven compounds out of the list, arranged by length of the SMILES, falling.
SMILES,APEX1 inh,G9a block,POLB inh,Pol iota inh,POLH inh,Apoferritin bind,BLM inh,BAZ2B inh,Pol kappa inh
COc1ccc(NC(=O)/C=C\C(=O)N(c2ccc(C(C)C)cc2)C(C(=O)NCc2ccco2)c2ccc(C)cc2)cc1 (configuration not stated),x,u,2%,-6%,-8%,u,-12%,-17%,-9%[60.1 µM]
CCNc1nc(NCC)n2c(SCC(=O)N3CC4(C)CC3CC(C)(C)C4)nnc2n1 (configuration not stated),-7%,10%[59 µM],42%,1%,-15%,-1%,-3%,-4%,-15%
CC1Cc2ccccc2N1C(=O)COC(=O)CNC(=O)c1ccc(Br)o1 (configuration not stated),-9%,u,-2%,-8%,5%,u,-2%,0%,-16%
Cc1cccc(N=C2NN=C(c3ccc4c(c3)OCCO4)CS2)c1,-3%,19%[12.7 µM],1%,20%,-10%,u,-7%,-39%,-8%
CC1(C)CC(=O)C=C(Nc2ccc3c(c2)OCCO3)C1,15%,-29%[59 µM],7%,2%,-13%,-11%,-3%,7%,4%
COc1cccc(C(=O)NNC(=O)CCc2ccccc2)c1,0%,0%[59 µM],4%,-18%,-9%,-6%,4%,-3%,-1%
Cc1ccc(CNC(C)c2ccccc2)cc1 (configuration not stated),u,-2%[59 µM],16%,-8%,-15%,1%,4%,11%,-10%

# Other entries:
SMILES,APEX1 inh,G9a block,POLB inh,Pol iota inh,POLH inh,Apoferritin bind,BLM inh,BAZ2B inh,Pol kappa inh
COc1cccc(/C=C2\SC(=O)N(CCC(=O)N3CCCCC3CCO)C2=O)c1 (configuration not stated),-15%,x,8%,6%,0%,u,1%,14%,-13%
Cc1cc2nc3c(nc2cc1C)C1(C(=O)N(C)C)CCC3(C)C1(C)C (configuration not stated),-1%,0%,-1%,19%,-12%,-12%,-1%,-2%,-4%
CC(NC(=O)COC(=O)CC(c1ccccc1)c1ccccc1)c1ccccc1 (configuration not stated),-7%,-11%[59 µM],-13%,28%,-28%,-12%,-8%,10%,-12%[60.1 µM]
Cc1ccc2c(-c3ccc([N+](=O)[O-])cc3)cc(=O)[nH]c2c1,1%,u,-8%,1%,-5%,-9%,-11%,0%,-5%
CCCCN1CC(c2nc3ccccc3n2CCCCOc2ccccc2C)CC1=O (configuration not stated),x,u,6%,-6%,-13%,-1%,0%,-1%,7%
CC(=O)c1ccc(NC(=O)NC2CCCc3ccccc32)cc1 (configuration not stated),14%,35%,0%,-10%,-10%,-14%,-3%,-2%,-1%
COc1cc(NC(=O)CC(C)S(=O)(=O)c2ccc3c(c2)CCN3C(C)=O)cc(OC)c1OC (configuration not stated),x,11µM*,27%,-16%,11%,6%,-2%,-10%,1%
Cc1ncc([N+](=O)[O-])n1CC(=O)Nc1ccc(Br)cc1,5%,50%[activator],-17%,30%[activator],-6%,-2%,-2%,2%,10%
Cc1cc(OCC(=O)Nc2ccc(N3CCCC3)cc2)cc(C)c1Cl,-3%,-20%[12.7 µM],13%,11%,-7%,-19%,-6%,u,1%
Cc1nc(NC(=O)/C=C/c2ccccc2)sc1C(=O)Nc1cccc(Cl)c1,17%,-2%,42%,10%,3%,6%,-2%,-2%,-13%
O=C(COc1ccc(Cl)cc1)NCCSCc1cccc(Cl)c1,u,21%[0.501 µM],29%,1%,u,-3%,-12%,14%,-1%
COc1ccc(CC(=O)NCC2(N3CCCCC3)CCCCC2)cc1,4%,1%[59 µM],1%,-9%,0%,-7%,1%,-30%,-3%
O=C(NCC1CCCO1)C1CCN(C2CCN(CCCC3CCCC3)CC2)CC1 (configuration not stated),-1%,2%,-15%,3%,-1%,-12%,-2%,5%,-19%
O=Cc1ccc(OCCN2CCCC2=O)cc1,-2%,x,-5%,50%[activator],-9%,-6%,-1%,11%,-11%
CCn1c(SC)nnc1-c1nnc(SC)n1CC,2%,9%[59 µM],-2%,24%,-19%,3%,1%,-9%,-2%
CCCCn1c(SCC(=O)Nc2cccc(C)n2)nnc1-c1ccco1,11%,u,13%,21%,0%,-22%,-3%,8%,0%
Cc1sc2c(=O)n3c(nc2c1C(=O)NCCCN1CCOCC1)CCCCC3,-2%,u,4%,11%,-13%,-10%,3%,11%,2%
Cc1cccc2cc(C#N)c(N3CCCC3)nc12,1%,47%[activator],-2%,u,6%,0%,-3%,192%[activator],-17%
CSc1nnc(-c2ccccc2)n1N,-5%,-48%,8%,7%,2%,-4%,-4%,-3%,-5%
Cc1[nH]c(C)c(S(=O)(=O)Nc2ccc(OC(F)(F)F)cc2)c1C(=O)N1CCCCC1,3%,x,52%,11%,-1%,-15%,-4%,u,-5%
CCOC(=O)c1c(-c2ccccc2)oc2ccc(NS(=O)(=O)c3ccc(OC)cc3)cc12,x,-1%[59 µM],0%,28%,-22%,-9%,-19%,-7%,6%
Cc1cccn2c(=O)c3cc(C(=O)NCc4ccc(F)cc4)c(=N)n(CC4CCCO4)c3nc12 (configuration not stated),-3%,5%,4%,10%,1%,134%[activator],0%,0%,-4%
COC(=O)c1ccccc1NC(=O)c1nc(-c2ccc(C)cc2)n2c1CCCCC2,x,9%[59 µM],-1%,-15%,-11%,-16%,-5%,-3%,-2%
COc1cccc2cc(C(C)OC(=O)Nc3ccc(C)cc3)oc12 (configuration not stated),6%,-4%,41%,-11%,-12%,0%,-12%,-2%,-19%
O=c1cc(-c2ccsc2)oc2ccccc12,-15%,x,x,-5%,-3%,x,x,x,5%
CN(NC(=O)c1ccc(Cl)cc1Cl)C1=NS(=O)(=O)c2ccccc21,3%,28%,-15%,-29%,-10%,-5%,-6%,-12%,-18%
CSCC[C@H](NC(=O)CNC(=O)CNC(=O)[C@H](CO)NC(=O)[C@H](CCCNC(=N)N)NC(=O)[C@H](CO)NC(=O)[C@H](CC(C)C)NC(=O)[C@H](CC(C)C)NC(=O)CNC(=O)[C@H](C)NC(=O)[C@H](CC(C)C)NC(=O)[C@H](CCCNC(=N)N)NC(=O)[C@H](Cc1cnc[nH]1)NC(=O)[C@@H](NC(=O)[C@@H](N)C(C)C)[C@@H](C)O)C(=O)N[C@H](C(=O)N[C@@H](CCCCN)C(=O)N[C@@H](CO)C(=O)N[C@@H](CC(N)=O)C(=O)N[C@@H](Cc1ccccc1)C(=O)N[C@H](C(=O)N1CCC[C@H]1C(=O)N[C@H](C(=O)N[C@@H](CC(N)=O)C(=O)N[C@H](C(=O)NCC(=O)N[C@@H](CO)C(=O)N[C@@H](CCCCN)C(=O)N[C@@H](C)C(=O)N[C@@H](Cc1ccccc1)C(N)=O)C(C)C)[C@@H](C)O)C(C)C)C(C)C,1%,x,x,x,x,-2%,2%,x,15%[60.1 µM]
COc1cccc(-c2cc(C(=O)Nc3cc(C)n(Cc4ccc(Cl)cc4)n3)no2)c1,-1%,25%[12.7 µM],-13%,-12%,1%,-7%,-8%,10%,-10%
